Nrf2 block: blocks Nrf2 signaling | 2.1% of 360,000 active | AID 504444 | Potency, µM (titrated, usually from 46 µM), inactives show at the top dose activity change, negative = inhibition, actives largely listed as inhibitors | A549 ARE-Fluc reporter, luciferase luminescence, 18-24 h; note: potency is the fitted concentration of half-maximal effect; % is set by controls: 0 for no effect and ±100 for the full control effect; nearly all actives have a fitted effect of over 60% in size
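A549 ARE_Fluc cells, 5000/well, 5% FBS OPTI-MEM; compounds in dose-response, 18-24 h at 37 °C/5% CO2; CellTiter-Fluor viability read (Ex 405/Em 525), then BugLite luciferase luminescence = Nrf2 activity.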
EPAC2 ag: agonists of human EPAC2 (RAPGEF4); Q8WZA2; EPAC2 activation, biochemical qHTS; response scale: 100% = 6.5 mM cAMP response; Potency, µM (highest dose often 154 µM), for the others: top-dose activation, actives largely listed as activators; 0.079% of 360,000 active; note: potency is the fitted concentration of half-maximal effect; nearly all actives have a fitted effect of over 50% in size
Target sequence (Q8WZA2 whole entry, looked up): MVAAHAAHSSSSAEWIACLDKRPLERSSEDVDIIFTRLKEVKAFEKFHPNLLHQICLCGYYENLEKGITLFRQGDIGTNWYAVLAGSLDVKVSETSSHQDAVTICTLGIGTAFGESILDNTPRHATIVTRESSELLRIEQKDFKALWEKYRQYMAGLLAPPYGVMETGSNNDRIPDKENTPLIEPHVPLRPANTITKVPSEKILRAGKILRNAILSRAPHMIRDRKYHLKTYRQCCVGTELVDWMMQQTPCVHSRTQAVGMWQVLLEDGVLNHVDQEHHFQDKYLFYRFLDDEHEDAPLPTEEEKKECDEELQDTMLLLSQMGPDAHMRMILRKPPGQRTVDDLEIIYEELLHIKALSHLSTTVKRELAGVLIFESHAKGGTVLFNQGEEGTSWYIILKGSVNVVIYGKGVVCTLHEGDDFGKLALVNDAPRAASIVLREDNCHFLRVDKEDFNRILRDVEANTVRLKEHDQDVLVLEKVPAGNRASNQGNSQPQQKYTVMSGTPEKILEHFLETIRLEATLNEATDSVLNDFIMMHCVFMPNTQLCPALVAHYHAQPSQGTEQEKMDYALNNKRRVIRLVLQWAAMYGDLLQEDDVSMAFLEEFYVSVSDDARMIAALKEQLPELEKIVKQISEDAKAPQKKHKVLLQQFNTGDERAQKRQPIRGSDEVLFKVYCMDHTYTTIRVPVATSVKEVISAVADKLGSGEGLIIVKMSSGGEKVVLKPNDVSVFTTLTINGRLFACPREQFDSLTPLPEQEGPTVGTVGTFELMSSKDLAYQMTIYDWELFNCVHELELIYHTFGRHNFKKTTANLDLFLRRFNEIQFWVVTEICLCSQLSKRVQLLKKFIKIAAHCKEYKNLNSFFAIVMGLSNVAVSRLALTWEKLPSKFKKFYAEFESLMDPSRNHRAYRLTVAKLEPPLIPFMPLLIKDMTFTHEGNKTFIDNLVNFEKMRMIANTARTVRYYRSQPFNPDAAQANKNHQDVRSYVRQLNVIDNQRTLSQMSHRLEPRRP
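Each well held 100 nM EPAC2, 250 nM RAP1B-BODIPY-GDP and 50 uM GDP. Fluorescence, read at 5-min intervals to 30 min, was referenced to a 6.5 mM cAMP positive control.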
Nrf2 activator: activators of Nrf2 (ARE) signaling; AREc32 ARE-luciferase reporter (MCF7-derived line), luminescence, 24 h; Potency, µM (titrated, usually from 46.1 µM), inactives show top-dose activation, usual class: activators; 0.31% of 410,000 active; AID 624171; note: potency is the fitted concentration of half-maximal effect; % of control where 0% means no effect; nearly all actives have a fitted effect of over 65% in size
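Nrf2 activation is followed as ARE-luciferase induction in the AREc32 line after one day of compound treatment; luminescence is read with Steady-Glo.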
EPAC2 antag: antagonists of human EPAC2; Potency, µM (doses to about 114 µM), for the others: top-dose activity, negative = inhibition, actives largely listed as inhibitors; AID 720708; EPAC2 GEF exchange of Rap1B-BODIPY-GDP, fluorescence; Q8WZA2; 0.18% of 360,000 active; note: potency is the fitted concentration of half-maximal effect; % is set by controls: 0 for no effect and ±100 for the full control effect; nearly all actives have a fitted effect of over 45% in size; many of its hits are not listed in these tables
TGFb inhibitor: blocks TGF-b signaling; AID 588855; HepG2 CAGA-GFP TGF-b/SMAD3 reporter, GFP fluorescence, 18 h; TGF-beta stimulated, 500 pg/mL final; Potency, µM (top dose mostly 46.1 µM), without a hit: at the highest dose activity, negative = inhibition, usual class: inhibitors; 1.2% of 410,000 active; note: potency is the fitted concentration of half-maximal effect; % is set by controls: 0 for no effect and ±100 for the full control effect; nearly all actives have a fitted effect of over 65% in size
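Cell-based qHTS in HEPG2 carrying a CAGA-GFP Smad reporter; compounds added before 500 pg/mL final TGF-beta, 18 h incubation at 37 degrees C, GFP fluorescence quantified per cell by imaging cytometry.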
MmCpn inh: M. maripaludis TRiC chaperonin inhibition; 0.031% of 330,000 active; Potency, µM (highest dose often 76.9 µM), without a hit: at the highest dose activity, negative = inhibition, actives largely listed as inhibitors; purified Mm-Cpn ATPase, ADP Transcreener TR-FRET; note: potency is the fitted concentration of half-maximal effect; % is set by controls: 0 for no effect and ±100 for the full control effect; nearly all actives have a fitted effect of over 80% in size
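Eu-cryptate anti-ADP/ADP-d2 competition gives a ratio inversely related to ADP. Enzyme at 25 nM was pre-exposed to compound for 10 min, then given 10 uM ATP for 30 min, 37°C throughout.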
A549 tox: kills or reduces viability of A549 cells in Nrf2 counter-screen; 0.16% of 390,000 active; A549 ARE-Fluc cells, CellTiter-Fluor viability, 18-24 h; Potency, µM (doses to about 46 µM), for inactives: at the highest dose activity change, negative = cytotoxicity, hits mostly inhibitors; note: potency is the fitted concentration of half-maximal effect; % is set by controls: 0 for no effect and ±100 for the full control effect
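Cytotoxicity counterscreen: CellTiter-Fluor fluorescence was measured in A549 ARE_Fluc cells after 18-24 h of compound exposure in a concentration series. The subsequent BugLite luminescent read reports ARE-luciferase activity.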
pAkt inh: blocks phosphorylation of Akt. 0.32% of 360,000 active. Neuro2A IGF-stimulated pAkt S473 HTRF, 20 min; hits give low values. activity change, % for hits at 50 µM; in the data active = activity change below about -80%; inconclusive = mostly about -51% to -80%; note: % is set by controls: 0 for no effect and ±100 for the full control effect
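Neuro2A cells in DMEM with 0.5% FBS, overnight at 37 deg C, given compound at single 50 µM final, then IGF (6 nM final) for 20 min at 37 deg C. Lysed; phospho-Akt Ser473 by HTRF after 24 h, 665/615 ratio.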
CCT chaperon mod: modulators of cytosolic chaperonin (CCT/TRiC) activity; 0.3% of 360,000 active; purified chaperonin ATPase assay, HTRF ADP detection, 30 min; activity change, % (no concentration beside the values), hits read low; in the data active = activity change below about -30%; note: % is set by controls: 0 for no effect and ±100 for the full control effect
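Enzyme 40 or 20 nM (batch-dependent) in Tris pH 7.4/KCl/MgCl2/DTT; cpd 76 uM single point; ATP 10 uM; 30 min 37 °C; Transcreener ADP HTRF detection, 30 min RT; ratio 665/615.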
Numbers without * were called inactive; i = inactive; ? = inconclusive; · = no result given; [ ] = dose if it differs, or a comment. Unless noted, calls come from the whole dose curve; as a rule, active = well fitted curve in the direction sought with a large enough effect; inconclusive = small, poorly fitted or top-dose-only effect, or another doubt; inactive = no such curve, though single readings can be large; an effect the other way counts as inactive or inconclusive.

mol,Nrf2 block,EPAC2 ag,Nrf2 activator,EPAC2 antag,TGFb inhibitor,MmCpn inh,A549 tox,pAkt inh,CCT chaperon mod
CCOC(=O)N1CCN(C(=O)CCc2c(C)nc3c(c(C)nn3-c3ccc(C)c(C)c3)c2C)CC1,-11%,8%,-0.4%,-3%,0%,3%,1%,i,0.0
COc1ccc(Cl)cc1N(CC(=O)NC1CC1)S(=O)(=O)c1ccc(C)c([N+](=O)[O-])c1,15%,1%,0.3%,-26%,-7%,5%,1%,i,0.6
CC(=O)c1sc(NC(=O)CS(=O)(=O)c2ccccc2)nc1C,?,-1%,4.6%,11%,-12%,1%,8%,i,2.7
CSc1ccc(S(=O)(=O)NCC(=O)OCC(=O)N(C)C2CCCCC2)cc1[N+](=O)[O-],8%,6%,0.4%,3%,2%,4%,-6%,i,-0.1
COc1ccc(C(=O)NC(Nc2ccccc2)C(Cl)(Cl)Cl)cc1 (centres undefined),?,20%,0.4%,-12%,0%,2%,?,i,-4.3
Cc1ccc(C2C(N)C(=O)N2c2ccc(C)cc2)cc1 (centres undefined),1%,2%,-0.2%,6%,11%,0%,7%,i,0.0
CC(=O)Nc1ccc(NC(=O)c2ccccc2N(Cc2ccccc2)S(C)(=O)=O)cc1,-10%,7%,-0.5%,6%,47%[activator],-1%,-2%,i,-0.7
O=C(NNc1nc(-c2ccccc2)cs1)c1ccccc1,-26%,4%,0.0%,-6%,-38%,1%,0%,i,-0.7
CCOCCCNC(=O)c1c(NC(=O)Cc2coc3c(C)c(C)ccc23)sc2c1CCC2,?,·,-1.1%,·,-2%,·,-19%,·,·
O=C(Nc1nnc(-c2ccccc2)o1)Nc1ccccc1Cl,19%,6%,-0.7%,-6%,2%,4%,-5%,i,0.5
CCOc1cc(N2CCOCC2)c(OCC)cc1NC(=O)Cc1ccc(OC)c(OC)c1,-10%,0%,0.5%,8%,-23%,-1%,0%,i,-0.3
COC(=O)c1ccc(C2C(Oc3ccc(OC)cc3)C(=O)N2CCc2ccc(OC)c(OC)c2)cc1 (centres undefined),-18%,-2%,-0.5%,2%,-4%,-1%,-2%,i,-4.7
Cc1nc(SCC(=O)N2CC(=O)Nc3ccccc32)c2c(C)c(C)sc2n1,?,0%,3.1%,2%,-16%,0%,-7%,i,1.5
CC(C(=O)NC1CCCC1)N(Cc1ccco1)C(=O)c1snc(C(=O)NC2CCCC2)c1N (centres undefined),11%,19%,0.5%,-5%,-15%,-10%,?,i,-6.3
NC(=O)c1ccc[n+](CCC[n+]2cccc(C(N)=O)c2)c1,-13%,-8%,0.3%,3%,8%,0%,-1%,i,1.7
CCN(CC)CCOC(c1ccccc1)c1ccc(C)cc1 (centres undefined),8%,-3%,-0.1%,10%,-9%,0%,2%,i,-1.6
O=C(Nc1ccccc1C(=O)O)c1cccc(S(=O)(=O)Nc2ccc(Br)cc2)c1,-7%,-2%,-0.5%,?,?,1%,0%,i,0.6
O=C(COC(=O)c1cc(S(=O)(=O)N2CCCCC2)ccc1N1CCOCC1)c1ccccc1,?,5%,-0.7%,3%,-43%,-6%,-6%,i,-2.5
N#CC1=C2Nc3ccccc3N2C(=O)NC1(c1ccccc1)C(F)(F)F (centres undefined),-14%,-1%,0.3%,14%,-2%,-1%,3%,i,-0.6
COc1ccc(C(=O)c2nc3c(n2O)CCCC3)cc1OC,·,3%,-0.4%,1%,-7%,-1%,-5%,i,0.1
O=C(COc1ccccc1)NNC(=S)NC(=O)c1ccccc1,?,-3%,6.9%,-2%,-8%,-4%,-2%,i,0.3
O=C(NCc1ccccn1)[C@@H]1CCCN1C(=O)[C@@H]1CCCN1C(=O)c1ccccc1,·,-1%,-0.3%,0%,·,·,·,i,1.8
Cc1cc(-c2nnc(CCC(=O)N(C)Cc3ccsc3)o2)no1,3%,3%,-0.3%,-10%,4%,4%,7%,i,-2.1
COc1cc2c(cc1OC)C(SC)=NC1(CCCC1)C2,-19%,7%,-1.9%,6%,?,-1%,-5%,i,-0.3
Cc1ccc(-c2nnc(N3CCOCC3)c3ccccc23)cc1S(N)(=O)=O,?,11%,-0.7%,5%,-4%,·,-2%,i,-4.2
Cc1noc(C(=O)NCc2ccc(F)cc2)c1Cl,9%,6%,0.0%,6%,-4%,-3%,1%,i,-1.3
O=C(COc1ccccc1Cl)N1CCc2ccccc2C1,17%,12%,-0.7%,-2%,-2%,1%,-3%,i,-3.3
O=S(=O)(Nc1ccc(S(=O)(=O)Nc2ccccc2)cc1)c1ccccc1,-28%,-2%,-0.2%,-4%,1%,1%,-2%,i,0.3
Cc1cccc(NS(=O)(=O)c2cc3c4c(c2)C(C)C(=O)N4CCC3)c1 (centres undefined),?,3%,-0.2%,1%,-11%,-7%,-2%,i,-0.5
CCCOc1ccc(C(=O)Nc2ccc(N3CCN(C(C)=O)CC3)cc2)cc1,?,-1%,-0.4%,3%,0%,0%,-2%,i,-0.3

Laid out differently: results already given.
Structure: COc1ccc(Cl)cc1N(CC(=O)NC1CC1)S(=O)(=O)c1ccc(C)c([N+](=O)[O-])c1
- Nrf2 block: 15%
- EPAC2 ag: 1%
- Nrf2 activator: 0.3%
- EPAC2 antag: -26%
- TGFb inhibitor: -7%
- MmCpn inh: 5%
- A549 tox: 1%
- pAkt inh: i
- CCT chaperon mod: 0.6

Structure: CC(=O)c1sc(NC(=O)CS(=O)(=O)c2ccccc2)nc1C
- Nrf2 block: ?
- EPAC2 ag: -1%
- Nrf2 activator: 4.6%
- EPAC2 antag: 11%
- TGFb inhibitor: -12%
- MmCpn inh: 1%
- A549 tox: 8%
- pAkt inh: i
- CCT chaperon mod: 2.7

Structure: CSc1ccc(S(=O)(=O)NCC(=O)OCC(=O)N(C)C2CCCCC2)cc1[N+](=O)[O-]
- Nrf2 block: 8%
- EPAC2 ag: 6%
- Nrf2 activator: 0.4%
- EPAC2 antag: 3%
- TGFb inhibitor: 2%
- MmCpn inh: 4%
- A549 tox: -6%
- pAkt inh: i
- CCT chaperon mod: -0.1

(further entries)
mol,Nrf2 block,EPAC2 ag,Nrf2 activator,EPAC2 antag,TGFb inhibitor,MmCpn inh,A549 tox,pAkt inh,CCT chaperon mod
CCN(CC)C(=O)COc1cc(C)c(Cl)c(C)c1,-16%,11%,-0.7%,-2%,-1%,0%,-4%,i,-2.1
COc1ccc(-c2nnc3n2N=C(C)CS3)cc1,-6%,4%,0.4%,17%,2%,0%,-3%,-84%*,2.3
O=C(OCC(=O)N1CCCC1)c1ccccc1O,13%,-4%,-0.7%,4%,-1%,0%,0%,i,-0.2
COc1c(C)cc(Br)cc1C(=O)Nc1ccc(N2CCN(S(C)(=O)=O)CC2)cc1,·,1%,-0.8%,3%,2%,-4%,-8%,i,-0.8
COc1ccc([N+](=O)[O-])cc1N(CC(=O)N1CCN(Cc2ccccc2)CC1)S(C)(=O)=O,5%,2%,2.5%,-4%,16%,2%,-2%,i,-0.9
COC(=O)Cn1c(C)c(C(C)=O)c(C(C)=O)c1C,9%,13%,-0.9%,7%,3%,1%,4%,i,-6.1
Cc1c([N+](=O)[O-])cnc(Sc2ccccc2)c1[N+](=O)[O-],1%,15%,?,-7%,13µM*,·,4%,i,1.7
CC1CC(C)CN(S(=O)(=O)c2ccc(C(C)(C)C)cc2)C1 (centres undefined),-26%,-8%,-0.5%,-5%,-4%,1%,23%,i,-2.3
Cc1ccc(CS(=O)Cc2ccc(C(=O)NCCc3ccccc3)o2)cc1 (centres undefined),3%,1%,3.0%,6%,4%,3%,-5%,i,0.2
COc1cccc(C(=O)NCCS(=O)(=O)N2CCCCC2)c1,6%,6%,-0.2%,-4%,-1%,1%,-5%,i,-0.1
CS(=O)(=O)c1cccc(C(=O)OCC(=O)NC(=O)Nc2ccccc2F)c1,-8%,10%,0.0%,18%,24%,0%,2%,i,2.7
O=[N+]([O-])c1nn(-c2ccc3c(c2)OCCO3)n(O)c1=NCc1ccccc1Cl,?,22%,0.6%,-10%,-1%,1%,8%,i,-0.7
CCOc1ccc(C(=O)Nc2nc(C)cc(C)n2)cc1[N+](=O)[O-],5%,7%,0.3%,4%,-1%,0%,-3%,i,-2.7
CSCC[C@H](NC(=O)Cc1c(C)c2c(cc(C)c3c(C)c(C)oc32)oc1=O)C(=O)O,1%,-1%,0.2%,-19%,-5%,?,10%,i,3.2
O=C(O)C1C(c2ccccc2)=C1c1ccc(Br)cc1 (centres undefined),·,1%,-0.3%,-18%,-13%,·,·,i,-1.9
C[C@H](CO)N1C[C@H](C)[C@@H](CN(C)C)Oc2c(NC(=O)C3CC3)cccc2C1=O,7%,2%,-0.8%,8%,10%,1%,-1%,i,-20
CCOC(=O)C1CCN(C(=O)C(C)N(c2ccc(Oc3ccccc3)cc2)S(C)(=O)=O)CC1 (centres undefined),?,10%,1.0%,-7%,?,-1%,-5%,i,2.5
O=C(CCCO)NC1Cc2ccccc2C1,8%,-1%,0.2%,0%,-5%,1%,2%,i,-0.6
O=C(Nc1ccc(N2CCN(C(=O)c3ccco3)CC2)c(Cl)c1)c1c(F)c(F)c(F)c(F)c1F,6%,8%,10%,5%,?,-2%,-5%,i,0.9
Cc1c(NC(=O)c2ccc(Br)o2)cccc1-c1nc2ccccc2o1,?,·,-1.2%,·,-30%,·,0%,·,·
O=C1Cc2ccccc2N1c1c(Cl)cccc1Cl,·,-3%,0.0%,-17%,4%,1%,-1%,i,-5.3
COc1ccc(NS(=O)(=O)c2ccc3oc(SC4CCOC4=O)nc3c2)cc1 (centres undefined),14%,7%,2.4%,-3%,?,2%,0%,i,-2.4

A portion of the library. The share of hits here may be higher or lower than overall.
